# Screens as filed in PubChem BioAssay.
# N370S GC mod: qHTS Assay for Inhibitors and Activators of N370S glucocerebrosidase as a Potential Chaperone Treatment of Gaucher Disease; Lysosomal acid glucosylceramidase (Homo sapiens), P04062; N370S GC spleen homogenate, 4MU-glucoside fluorescence; Potency, µM (highest dose often 59.4 µM), for inactives: at the top dose activity change, negative = inhibition, usual class: inhibitors; actives 0.092% (n = 330,000);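 note: 0% = full enzyme activity and -100% = no enzyme basal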
# FEN1 inh: qHTS Assay for the Inhibitors of Human Flap endonuclease 1 (FEN1); P39748; AID 588795, 2011; Potency, µM (highest dose often 114 µM), for inactives: at the highest dose activity change, negative = inhibition, usual class: inhibitors; actives 0.35% (n = 390,000); Recombinant FEN1 flap cleavage, fluorescence, 15 min; note: nearly all actives have a fitted effect of over 65% in size
#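 Enzyme 10 nM, 15 min RT preincubation with compound; start with substrate 50 nM final; reads at 0 and 15 min; qHTS titration, four-parameter Hill fit.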
# GCN5L2 inh: qHTS Assay for Inhibitors of GCN5L2. Histone acetyltransferase KAT2A (Homo sapiens), Q92830. GCN5L2 HAT assay, ThioGlo1 CoA-SH fluorescence. Potency, µM (titrated, usually from 58.9 µM), for the others: at the top dose activity change, negative = inhibition, most hits filed as inhibitors. actives 0.21% (n = 390,000)
# Target sequence (Q92830 whole entry, looked up): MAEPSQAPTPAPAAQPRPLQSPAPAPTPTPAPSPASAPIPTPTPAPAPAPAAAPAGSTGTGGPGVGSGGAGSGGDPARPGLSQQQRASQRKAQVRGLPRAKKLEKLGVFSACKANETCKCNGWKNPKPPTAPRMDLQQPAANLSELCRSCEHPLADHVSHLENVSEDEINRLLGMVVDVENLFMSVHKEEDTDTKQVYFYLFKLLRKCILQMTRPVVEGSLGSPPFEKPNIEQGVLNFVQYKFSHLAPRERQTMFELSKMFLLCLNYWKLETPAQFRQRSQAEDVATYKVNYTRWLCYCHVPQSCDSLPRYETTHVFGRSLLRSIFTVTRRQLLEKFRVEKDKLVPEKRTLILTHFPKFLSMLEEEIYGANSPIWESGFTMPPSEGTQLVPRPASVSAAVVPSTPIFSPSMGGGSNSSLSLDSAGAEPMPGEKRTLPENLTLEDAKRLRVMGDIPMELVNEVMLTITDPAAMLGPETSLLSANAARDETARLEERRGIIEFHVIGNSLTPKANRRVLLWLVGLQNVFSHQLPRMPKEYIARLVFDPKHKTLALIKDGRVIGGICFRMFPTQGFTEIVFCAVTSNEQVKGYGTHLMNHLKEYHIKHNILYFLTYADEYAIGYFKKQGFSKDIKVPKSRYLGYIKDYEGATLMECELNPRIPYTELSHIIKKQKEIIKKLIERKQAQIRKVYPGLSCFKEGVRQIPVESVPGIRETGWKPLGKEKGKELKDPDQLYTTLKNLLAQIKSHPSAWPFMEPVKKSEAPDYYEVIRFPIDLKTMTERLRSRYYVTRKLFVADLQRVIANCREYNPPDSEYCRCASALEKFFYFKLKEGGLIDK
#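 GCN5L2 (20nM final) in 50mM HEPES, 0.1mM EDTA pH 7.5, 0.01% Tween-20 was preincubated 15 min at room temperature with compound, then given ThioGlo1 (50uM), H3(1-25) peptide (75uM) and acetyl-CoA (70uM); CoA-thiol fluorescence (Ex340/Em540) was read at 0 and 20 min.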
# Numbers without * were called inactive; ? = inconclusive; . = not tested or not shown; & = joins results of further samples; [ ] = remark or other dose. Calls come from the whole dose curve; as a rule, active = well fitted curve in the direction sought with a large enough effect; inconclusive = small, poorly fitted or top-dose-only effect, or another doubt; inactive = no such curve, though single readings can be large; an effect the other way counts as inactive or inconclusive. Unless noted, % is set by controls: 0 for no effect and ±100 for the full control effect; potency is the fitted concentration of half-maximal effect.
SMILES,N370S GC mod,FEN1 inh,GCN5L2 inh
CC1(C)Cc2c(cnn2-c2cccc(F)c2)C(NC(=O)c2ccc(=O)[nH]n2)C1 (stereo not drawn),-7%,-5%,0%
COc1cccc(/C=C2/C(=O)NN(c3ccc(Br)cc3)C2=O)c1O,-12%,-8%,-20%
CC(C)(C)c1ccc(OCC(=O)NCC(c2cccs2)N2CCOCC2)cc1 (stereo not drawn),-8%,-7%,-18%
CC(C)c1ccc(-c2nc(N3CCCC3)nc3n[nH]c(N)c23)cc1,-14%,2%,-5%
CCOC(=O)N1CCN(C(=O)c2c(N)no[n+]2[O-])CC1,-1%,.,-6%
O=C(CCN1CCN(S(=O)(=O)c2ccc(Cl)cc2)CC1)Nc1ccc(F)cc1,-23%,16%,-20%
CCCn1c(SCC(=O)NC2CCCC2)nc2c1c(=O)n(C)c(=O)n2C,0%,3%,1%
COc1ccc(CNc2ncnc3c2[nH]c2cc(OC)c(OC)cc23)cc1,-7%,35µM*,-23%
Nc1ccc(S(=O)(=O)c2ccc(Cl)cc2)cc1,.,6%,1%
Cc1ccccc1CNC(=O)c1sc2ncnc(N(C)C3CCCCC3)c2c1C,.,8%,-8%
COc1ccccc1CNS(=O)(=O)c1ccc2c(c1)NC(=O)CS2,-11%,17%,-7%
CC1CCCCN1CC(=O)Nc1ccc(Oc2ccccc2)cc1 (stereo not drawn),-3%,-16%,-2%
COc1ccc(NC(=O)C(=O)NNC(=O)C(C)Oc2ccc(Cl)cc2Cl)cc1 (stereo not drawn),4%,-19%,-13%
Cc1ccc(C)c(N2CCN(C3CCCCC3NS(=O)(=O)c3ccccc3)CC2)c1 (stereo not drawn),0%,-19%,-11%
COc1ccc2nc(SCC(=O)NC3CCCc4ccccc43)[nH]c2c1 (stereo not drawn),0%,-6%,-9%
O=C(NCC1COc2ccccc2O1)c1c[nH]c2ccc(S(=O)(=O)N3CCOCC3)cc2c1=O (stereo not drawn),8%,6%,-3%
COc1ccc(CCn2c(=N)c(C(=O)NCCN3CCOCC3)cc3c(=O)n4ccccc4nc32)cc1OC,0%,1%,-2%
CCOC(=O)c1c(NC(=O)COC(=O)CNC(=O)c2ccco2)sc(C(C)=O)c1C,28%,?,-4%
Cc1ccc(NC(=O)c2nc[nH]c2C(=O)N[C@H](C)c2ccccc2)cc1,.,?,-15%
COc1cccc(CN2C(=O)CCC2(C)C(=O)NC2CCCC2)c1 (stereo not drawn),-1%[12.8 µM],-2%,-1%
O=C(O)CCCC(=O)Nc1cccc2cccnc12,-8%,1%,0%
O=C(CC1N=C2c3ccccc3N=C(SCC(=O)Nc3ccccc3F)N2C1=O)NCc1cccs1 (stereo not drawn),.,-8%,-5%
CCOc1ccc(/C=C(\C#N)c2nc(-c3cc4ccccc4oc3=O)cs2)c(OCC)c1,.,12%,-3%
COC(=O)C1=C(C)NC(=O)/C1=C\c1cc(C)n(-c2ccccc2)c1C,-3%,-6%,-4%
O=C(N/N=C/C=C\c1ccco1)c1ccccn1,17%,?,-24%
Cn1c(SC(C(=O)Nc2ccc(F)cc2)c2ccccc2)nc2ccccc21 (stereo not drawn),?,5%,-9%
Cc1ccc(Nc2ccc(N3CCN(C(=O)c4ccc([N+](=O)[O-])cc4Cl)CC3)nn2)cc1,.,2%,-3%
Cc1ccc(C(=O)OCC(=O)N(C)C2CCS(=O)(=O)C2)cc1S(=O)(=O)N1CCCCC1 (stereo not drawn),-1%,5%,0%
C/C(=N\NC(=O)CO/N=C(\C)c1cccs1)c1ccc(N)cc1,4%,-21%,3%
Cc1ccc(NC(=O)Nc2ccc3snnc3c2)cc1C,.,-10%,-3%
CC1=C(C(=O)Nc2ccccc2)C(c2ccc(C(=O)O)cc2)n2ncnc2N1 (stereo not drawn),.,15%,2%
CCC(CC)c1nn2c(=O)cc(COc3ccc(NC(=O)c4cccc(C)c4)cc3)nc2s1,.,-4%,-1%
CC(=O)C(Cc1cccc(F)c1)(Cc1cccc(F)c1)C(C)=O,1%,10%,-10%
O=C(Nc1ccc(NC(=O)C2CCCCC2)nc1)c1ccccn1,5%,-3%,6%
Cc1n(N)c2ccccc2[n+]1CC(=O)c1ccccc1,2%,2%,-6%
CCCCCOC(=O)Cn1c(=O)c2c(nc(N3CCOCC3)n2C)n(C)c1=O,15%,10%,-6%
O=C1C(Cl)=C(NCC2CCCO2)C(=O)N1CCc1ccccc1 (stereo not drawn),6%,-9%,-1%
Cc1cc(C)n2nc(SCC(=O)N/N=C/c3ccc(F)cc3)nc2n1,3%,-4%,-4%
CC(=O)Nc1ccc(S(=O)(=O)NC(C)c2ccccc2)cc1 (stereo not drawn),-4%,1%,-13%
CCOC(=O)C1=C(CC)Nc2ccccc2N=C1NC(=O)Nc1ccc(Cl)c(Cl)c1,13%,1%,-10%
COc1cc2nc(CN(C)CC(=O)Nc3ccc(N4CCOCC4)cc3)[nH]c(=O)c2cc1OC,1%,3%,-4%
C/C=C(/C)C(=O)O[C@H]1C[C@@]2(C)O[C@H]2[C@@H](OC(C)=O)C2(C)CC[C@@](O)(C(C)C)C12 (stereo partly drawn),2%,.,5%
Nc1nc2c(s1)C(=O)CCC2,4%,-5%,-7%
O=C(COC(=O)c1cccc(F)c1)NC(=O)NC1CCCC1,.,-5%,0%
CN(C)CCN(Cc1ccco1)C(=O)c1cc2c(Cl)nc3ccccc3c2s1,-4%,?,-4%
COc1ccc(CNc2cc(-c3ccc(OC)cc3)nc3nncn23)cc1,.,-9%,-3%
O=C(Nc1ccccc1)N1CC=C(c2ccccc2)CC1,0%,.,1%
CCc1ccccc1NC(=O)CSc1nnc([C@@H](N)Cc2ccccc2)o1,?,-6%,-3%
O=C(NCc1ccccc1F)C1CCN(C(=O)c2sccc2-n2cccc2)CC1,6%,19%,0%
COc1ccccc1CCNC(=O)C(C)n1nc(C)c2c(C)n(-c3ccccc3)nc2c1=O (stereo not drawn),3%,16%,1%
CC(C)CC(=O)NC(=S)Nc1ccc(N2CCOCC2)c(Cl)c1,15%,17%,-4%
COc1cccc(NC(=O)N2CCCC2C(=O)NC2CC2)c1 (stereo not drawn),3%,-2%,0%
Cc1cccc(C)c1-n1nnnc1SCSc1nnnn1-c1c(C)cccc1C,29%,-20%,-25%
Cc1cc(N2CCOCC2)nc(SCc2ccc(Cl)cc2Cl)n1,7%,-27%,-22%
CN(C)S(=O)(=O)c1cccc(C(=O)OCC(=O)Nc2ccc3c(c2)OCCO3)c1,.,-4%,-1%
N#C/C(=C/c1ccc(-c2ccccc2)o1)c1nc(-c2cccs2)cs1,16%,-4%,-8%
COc1ccc(CNC(=O)COc2cc(=O)n(C)c3ccccc23)cc1,8%,-6%,-3%
CCn1c2ccccc2c2cc(/C=N/NC(=O)c3cccc(C)c3)ccc21,6%,0%,1%
O=C(Cn1nnc2ccccc2c1=O)NC1CCCCC1,1%,-1%,-5%
COc1ccc(/C(O)=C/C(=O)C(=O)NNC(=O)c2ccccc2)cc1,-10%,-2%,-18%

# 16 of these compounds in another layout.
# Order of values: N370S GC mod | FEN1 inh | GCN5L2 inh
- CC1(C)Cc2c(cnn2-c2cccc(F)c2)C(NC(=O)c2ccc(=O)[nH]n2)C1 (stereo not drawn)
    -7% | -5% | 0%
- COc1cccc(/C=C2/C(=O)NN(c3ccc(Br)cc3)C2=O)c1O
    -12% | -8% | -20%
- CC(C)(C)c1ccc(OCC(=O)NCC(c2cccs2)N2CCOCC2)cc1 (stereo not drawn)
    -8% | -7% | -18%
- CC(C)c1ccc(-c2nc(N3CCCC3)nc3n[nH]c(N)c23)cc1
    -14% | 2% | -5%
- CCOC(=O)N1CCN(C(=O)c2c(N)no[n+]2[O-])CC1
    -1% | . | -6%
- O=C(CCN1CCN(S(=O)(=O)c2ccc(Cl)cc2)CC1)Nc1ccc(F)cc1
    -23% | 16% | -20%
- CCCn1c(SCC(=O)NC2CCCC2)nc2c1c(=O)n(C)c(=O)n2C
    0% | 3% | 1%
- COc1ccc(CNc2ncnc3c2[nH]c2cc(OC)c(OC)cc23)cc1
    -7% | 35µM* | -23%
- Nc1ccc(S(=O)(=O)c2ccc(Cl)cc2)cc1
    . | 6% | 1%
- Cc1ccccc1CNC(=O)c1sc2ncnc(N(C)C3CCCCC3)c2c1C
    . | 8% | -8%
- COc1ccccc1CNS(=O)(=O)c1ccc2c(c1)NC(=O)CS2
    -11% | 17% | -7%
- CC1CCCCN1CC(=O)Nc1ccc(Oc2ccccc2)cc1 (stereo not drawn)
    -3% | -16% | -2%
- COc1ccc(NC(=O)C(=O)NNC(=O)C(C)Oc2ccc(Cl)cc2Cl)cc1 (stereo not drawn)
    4% | -19% | -13%
- Cc1ccc(C)c(N2CCN(C3CCCCC3NS(=O)(=O)c3ccccc3)CC2)c1 (stereo not drawn)
    0% | -19% | -11%
- COc1ccc2nc(SCC(=O)NC3CCCc4ccccc43)[nH]c2c1 (stereo not drawn)
    0% | -6% | -9%
- O=C(NCC1COc2ccccc2O1)c1c[nH]c2ccc(S(=O)(=O)N3CCOCC3)cc2c1=O (stereo not drawn)
    8% | 6% | -3%

# Next section
SMILES,N370S GC mod,FEN1 inh,GCN5L2 inh
COc1ccc2nc(NC(=O)c3ccc(-n4nc(C)cc4C)cc3)sc2c1,?,-1%,-1%
O=C(NNC(=O)c1cc2ccccc2oc1=O)c1ccccc1,-8%,15%,-5%
COc1ccc(NC(=O)NN2CCN(C)CC2)cc1OC,6%,-12%,-2%
CC(C)(C)n1nnnc1CN1CCN(C(c2ccccc2)c2ccccc2)CC1,24%,-15%,-6%
CC(=O)c1ccc(N(CC(=O)NC2CCS(=O)(=O)C2)S(=O)(=O)c2ccc(Cl)cc2)cc1 (stereo not drawn),.,-11%,1%
CN1CCN(S(=O)(=O)c2cccc(C(=O)Nc3sc4c(c3C(N)=O)CCCC4)c2)CC1,-1%[2.35 µM],-4%,-2%
CC(C)(C)NC(=O)/C=N/O,6%,3%,6%
Cc1ccc2c(c1)Oc1ccc([N+](=O)[O-])cc1C(=O)N2,9%,-1%,-3%
COc1cc(NC(=O)CSc2nnc(Cn3nnc4ccccc43)n2C)cc(OC)c1,5%,-3%,0%
COc1ccc(Cl)cc1NC(=O)CSc1nnc(CNC(=O)c2ccco2)o1,-4%,19%,-10%
COc1ccccc1CNC(=O)c1ccccc1C(=O)NC(C)(C)C(=O)NCc1ccccc1OC,20%,-1%,4%
COc1ccc2c(ccn2S(=O)(=O)c2ccccc2)c1,26%,8%,-16%
CN(C)/C=N/c1nc2nccc(-c3ccccn3)n2n1,2%,8%,?
CN(C)C(=O)/C(=C\c1ccc(-c2cccc([N+](=O)[O-])c2)o1)NC(=O)c1ccccc1,13%,2%,-6%
CC(=O)c1cccc(N2C(=NC(=O)CCc3ccccc3)SC3CS(=O)(=O)CC32)c1 (stereo not drawn),3%,6%,-1%
CN(C)C(=O)c1ccc(=O)n(Cc2ccc(Cl)cc2Cl)c1,7%,-3%,18%
CCOc1ccccc1C(=O)NCC(=O)OCc1csc(CC(=O)Nc2ccc(C)cc2)n1,.,-4%,-5%
COc1ccc(-c2noc(CNC(=O)Nc3ccc(F)cc3)n2)cc1,-9%,-9%,-2%
CC1=CC(C)(C)Nc2ccccc21,-25%&-3%&1%,-2%&-1%,-2%&-12%
CSc1nc(C)cc(OCC(=O)N/N=C/c2ccccc2O)n1,0%,-3%,25%
Cc1cccc2sc(N3CCN(C(=O)c4cccs4)CC3)nc12,-4%,-21%,2%
CC1CCc2c(sc3nc4n(c(=O)c23)CCS4)C1 (stereo not drawn),10%,-4%,-7%
CC(C)CNS(=O)(=O)c1ccc(S(=O)(=O)N2CCN(CCC#N)CC2)cc1,-5%,17%,-3%
COc1ccc(N(CC(=O)NC2CCCCC2)C(=O)CNC(=O)c2cccs2)cc1,-12%,3%,-2%
CCOC(=O)c1sc2ncn(CC(=O)Nc3ccc(OCC)cc3)c(=O)c2c1C,.,2%,0%
CCOCCCN(C(=O)c1snc(C(N)=O)c1N)C(C(=O)NC(C)(C)C)c1ccc(Cl)cc1 (stereo not drawn),9%,-17%,-4%
Cc1nn2c(-c3ccc(F)cc3)ccnc2c1Br,2%,17%,-4%
CCOC(=O)C(=Cc1ccc(-n2ccnc2)cc1)C(=O)OCC,0%,-2%,0%
O=C1NC(=S)N/C1=C/c1ccc2ccccc2c1,9%,-17%,?
CN1CCN(c2ncc3nc(-c4cccc(C#N)c4)c(=O)n(CCC#N)c3n2)CC1,26%,.,-28%
